Source: PubChem (several laboratories)
ER stress rescue – protection against thapsigargin-triggered cell killing – 384-well, CSM14.1, ATP luminescence, primary screen (AID 1222). cellular ATP content (survival), % at 20 µM, or EC50 in µM where a hit was titrated. CSM14.1 thapsigargin-induced death rescue, ATP luminescence; higher % means a stronger effect. 190,000 tested, under 10 active;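 active means EC50 below 50 µM in the dose-response confirmation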;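 further: death triggered by thapsigargin at about 15 µM added after 2 h compound pretreatment; cell ATP read after overnight thapsigargin exposure of roughly 18 to 22 hours; normalized against plate controls of thapsigargin alone and 5% DMSO vehicle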
Salmonella PhoP GFP – PhoP-dependent GFP reporter repression – Salmonella Typhimurium, primary screen (AID 1863) | S. Typhimurium PhoP-regulated promoter GFP reporter, 4 h; higher % means a stronger effect | one-dose inhibition, % at 50 µM; IC50 in µM for titrated hits | 0.16% of 300,000 active;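 active means inhibition over 29.93%, a cutoff 3 SD above the screen mean, later confirmed by dose response; inconclusive means inhibition over 29.93% but no dose response follow-up; inactive means inhibition at most 29.93% or unconfirmed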;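 further: 0% = low Mg2+ inducing control and 100% = high Mg2+ repressing control; strong numbers were not always called active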
b-catenin transl – beta-catenin nuclear translocation modulation | 0.3% of 190,000 active | nuclear translocation activity, % at 5 µM | HeLa beta-catenin nuclear translocation, immunofluorescence imaging;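 active means nuclear translocation activity above 50% at 5 µM, with a well cell count of 50 or more; inconclusive means wells under 50 cells across six images, flagged as toxic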;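 further: per-cell ratio of nuclear to cytoplasmic median beta-catenin stain intensity; plate controls were DMSO negative control for no effect and GSK-3 inhibitor IX positive control for full effect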
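Test system: human HeLa cell line; Doses: 5 µM primary, 0.02–20 µM confirmation; Incubation: 24 h compound exposure, 37°C; Detection: beta-catenin immunofluorescence imaging with DAPI; Read-out: beta-catenin nuclear/cytoplasmic ratio, % activation.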
Lipid droplet – modulators of hepatic lipid droplet formation; 0.4% of 240,000 active; AML12 mouse hepatocytes, oleate lipid droplets, BODIPY imaging; inhibition, % at 6.5 µM;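 active means lipid droplet intensity inhibited by at least 50%, with more than 500 cells counted; inconclusive means wells with under 300 cells, treated as cytotoxic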
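Material: mouse AML12 hepatocyte cell line, fixed after treatment; Timing: compound with oleate, overnight; Technique: high-content imaging of BODIPY-stained droplets and DAPI nuclei; Probe or stimulus: oleate, 100 µM final; Dosing: compound at 6.5 µM only.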
T cell HTS – T cell immune modulators affecting CD8 T cell-vesicle binding; 2C CD8+ T cell-vesicle binding, flow cytometry; hits give low values; calls only at 7 µM; 0.068% of 330,000 active; AID 2052;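 active means response, share of CD8 T cells binding vesicles, and their 90th percentile fluorescence all below set limits, cut at about 80% in these data, passing the limit was not always enough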
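Incubation: binding step 1.5 h, 37 °C, antibody labelling 20 min, ice; system: murine 2C transgenic CD8+ T lymphocytes; technique: cytometric PE anti-B7-1 and Alexa647 anti-CD8 signals after 1% paraformaldehyde fixation; also added: QL9-charged Drosophila Ld/ICAM-1/B7-1 vesicles; control set: naked versus QL9-loaded vesicles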
Insulin prom up – MIN6 insulin promoter up-regulation. MIN6 insulin promoter-GFP reporter, high-content imaging; hits give high values. z-score at 5 µM. 0.3% of 190,000 active;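 active means z-score above 3 at 5 µM with at least 500 cells counted in the well; inconclusive means wells under 500 cells, flagged as cytotoxic or low count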
Autophagy mod – autophagy modulation, high-content screen | MEF GFP-LC3 puncta imaging; test concentration mostly 10 µM | AID 463193 | calls only at 10 µM (by protocol) | 0.98% of 190,000 active;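 active means percentage of spot-positive cells more than 3 SD above its plate mean, without a fluorescence outlier flag or 80% toxicity; inconclusive means no clear call, values can overlap the other calls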;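 further: spot-positive cell cutoff set from DMSO-treated cells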
MT stabilizer – microtubule stabilization, imaging screen; HeLa tubulin immunostaining HCS, 24 h; share of cells brighter than vehicle mean+2SD; % tubulin-high responders, % at 10 µM; 0.83% of 200,000 active;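 active means plate Z-score above 3 for both tubulin-high and condensed-nucleus cell shares, with cell loss under 80%, at 10 µM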;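 further: anti alpha tubulin signal scored within the nucleus-defined area of each cell; some results filed as inactive read as strong as hits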
Dynein transport – dynein cargo transport inhibition. 3617.4 mouse cells, GR-EGFP nuclear translocation imaging; test concentration mostly 20 µM; stimulated with dexamethasone, 1 µM; hits give low values. z-score, hits read low. AID 1381. 0.47% of 220,000 active;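 active means plate z-score of nuclear minus cytoplasmic receptor signal below a set negative limit, without overly bright fluorescence or cell loss, cut at about -3.5 in these data, passing the limit was not always enough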;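 further: z-score of nuclear minus cytoplasmic ring GR-EGFP intensity difference per well; some compounds called inactive have numbers as strong as hits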
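Also added – dexamethasone, 1.0 µM final · Buffer or medium – tet-free, stripped-serum medium · Schedule – induction 48 h, compound 1 h, agonist 30 min · Detection – formaldehyde fixation, Hoechst nuclear stain, 10x automated fluorescence imaging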
Dynein transport cytoplasmic EGFP – further read-out of Dynein transport, marked with its call; z-score; measured here: cytoplasmic GR-EGFP intensity; hits give high values
Dynein transport nuclear GR-EGFP – also measured in Dynein transport; calls as there; z-score; measured here: nuclear GR-EGFP intensity;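 lower value marks the stronger effect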
Dynein transport cell count – second read-out of Dynein transport, no call of its own (marks repeat the call); z-score; measured here: cell count per field
Insulin prom up cell count – further read-out of Insulin prom up, marked with its call; cell count; measured here: cytotoxicity, nuclei count;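 total cells summed across four imaged fields per well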
Lipid droplet cells 6.5 µM – second read-out of Lipid droplet, no call of its own (marks repeat the call); cell count; measured here: cell count, cytotoxicity flag;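 cells counted across two imaged fields per well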
b-catenin transl cell count 5 µM – recorded beside b-catenin transl, whose call it bears; cell count; measured here: cell count, cytotoxicity flag
T cell HTS vesicle-bound % – also measured in T cell HTS; calls as there; double positive events, %; measured here: CD8+ vesicle-bound cell fraction;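 binding gate set so that unloaded-vesicle control wells show 10% double positive cells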
MT stabilizer Hoechst-high % – also measured in MT stabilizer; calls as there; % Hoechst-high responders; measured here: nuclear condensation Hoechst responders;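 share of cells brighter than vehicle mean plus two SD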
MT stabilizer cytotoxicity % – further read-out of MT stabilizer, marked with its call; toxicity, %; measured here: cytotoxicity by cell density;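 0% = mean cell density of plate MIN control wells and 100% = no cells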
Autophagy mod cell loss 18 h – second read-out of Autophagy mod, no call of its own (marks repeat the call); toxicity, %; measured here: cell loss, nuclei count;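 cell loss after 18 h compound exposure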
* hit, by the source's call; i = inactive; ? = inconclusive; nt = no result given.

SMILES | ER stress rescue | Salmonella PhoP GFP | b-catenin transl | b-catenin transl cell count 5 µM | Lipid droplet | Lipid droplet cells 6.5 µM | T cell HTS | T cell HTS vesicle-bound % | Insulin prom up | Insulin prom up cell count | Autophagy mod | Autophagy mod cell loss 18 h | MT stabilizer | MT stabilizer Hoechst-high % | MT stabilizer cytotoxicity % | Dynein transport | Dynein transport cytoplasmic EGFP | Dynein transport nuclear GR-EGFP | Dynein transport cell count
O=C1NCC(c2ccccc2)C1C(=O)N/N=C\c1ccc(-c2cccc(Cl)c2Cl)o1 (stereo unspecified) | -1.2% | -2% | -1.4 | 1092 | -6 | 708 | i | 8 | 0.17 | 979 | i | -1 | 2.7 | 2.7 | 9.4 | -0.32 | -0.25 | -0.21 | 0.66
COC(=O)c1cc(Br)c(=O)n(-c2ccc(F)cc2)c1 | -4.2% | 3% | -6.1 | 1224 | 6 | 750 | i | 64 | nt | nt | i | 10 | 1.0 | 1.1 | 7.6 | 0.53 | 0.14 | 0.69 | -0.56
N#C/C(=N\Nc1ccc(Cl)cc1)C(=O)c1ccsc1 | nt | -14% | 6.0 | 1017 | 12 | 702 | i | 14 | -0.48 | 1273 | nt | nt | nt | nt | nt | -0.013 | -0.25 | -0.027 | 0.38
C=CCOC(=O)C1=C(C)N=c2s/c(=C3\C(=O)N(CC(=O)O)c4ccccc43)c(=O)n2C1c1ccc(OC)cc1 (stereo unspecified) | nt | -4% | -0.4 | 1303 | 2 | 735 | i | 33 | -0.11 | 1206 | nt | nt | nt | nt | nt | -0.13 | -0.24 | 0.035 | 0.21
O=[N+]([O-])c1cccc(NC(=S)NCCc2ccccc2)c1 | -2.9% | 5% | 0.2 | 1030 | -6 | 685 | i | 42 | 0.45 | 1189 | i | -5 | 4.7 | 2.5 | 3.3 | -0.22 | -0.26 | -0.25 | 0.29
COCCCNC(=O)c1cc2c(=O)n3cccc(C)c3nc2n(C(C)C)c1=N | -2.6% | 6% | -1.9 | 1204 | 0 | 779 | i | 33 | -0.09 | 1282 | i | -39 | 3.1 | 1.6 | 1.2 | -0.68 | -0.36 | -0.39 | 0.59
C=CCc1cccc(/C=N/NC(=O)C(=O)Nc2ccc(C)cc2)c1O | 0.2% | -2% | -0.5 | 1602 | -1 | 686 | i | 57 | 0.34 | 1465 | i | 33 | 5.6 | 2.1 | 4.3 | 0.084 | -0.38 | -0.059 | 0.4
CCCN1C(=O)/C(=C/c2ccc(C)o2)NC1=S | -1.1% | -6% | -0.6 | 1062 | -10 | 726 | i | 27 | 0.13 | 1294 | i | 4 | 3.0 | 2.3 | 7.0 | -0.75 | -0.34 | -0.37 | 0.19
COc1cccc(-n2sc3c(c2=S)-c2cc(OC)ccc2NC3(C)C)c1 | -1.2% | 27% | -1.1 | 1487 | nt | nt | i | 47 | 0.05 | 1786 | i | 26 | 36 | 14 | 53 | 1.1 | -0.16 | 1.2 | -1.7
CCC1=C(OC(=O)N(CC)CC)N2C(=O)OC(=NCCc3c[nH]c4ccccc34)[C@]2(Cc2ccccc2)[C@H]2C1=CC[C@H]1C(=O)N(c3ccccc3)C(=O)[C@H]12 | nt | -3% | -1.3 | 1150 | 0 | 696 | i | 17 | 0.4 | 902 | nt | nt | nt | nt | nt | -0.091 | -0.71 | 0.014 | -0.0076
CCOc1ccc(CCNC(=O)COC(=O)c2ccccc2O)cc1OCC | -1.6% | 0% | -2.9 | 1038 | 42 | 671 | i | 17 | -1.1 | 1306 | i | 4 | 7.9 | 2.4 | 8.3 | -0.32 | -0.3 | 0.13 | 0.88
O=C1CC(c2cccc(Cl)c2)CC(O)=C1C=NCCCO (stereo unspecified) | -4.2% | -4% | nt | nt | 14 | 715 | i | 43 | 0.71 | 1236 | i | 10 | 5.8 | 1.4 | 5.2 | 0.2 | 0.32 | 0.45 | -1
O=C(CSc1nnc(-c2ccccc2F)o1)OCc1ccccc1 | 1.3% | 3% | 0.5 | 1025 | 6 | 568 | i | 12 | 0.71 | 1862 | i | -8 | 2.9 | 2.4 | 5.6 | -0.55 | -0.26 | -1 | 1.2
COc1ccc(-n2c(Cc3cccn3C)nnc2SCC(=O)Nc2nccs2)cc1 | nt | -4% | -1.9 | 1106 | -24 | 700 | i | 44 | 1.2 | 1387 | i | -2 | 4.1 | 1.4 | 5.3 | 0.99 | -0.25 | 0.62 | 0.45
O=C(O)c1[nH]nc2c1COc1ccccc1-2 | nt | -7% | -0.8 | 1094 | -19 | 721 | i | 47 | -0.03 | 1254 | i | 2 | 2.7 | 0.2 | 14 | 0.32 | -0.18 | 0.31 | 0.14
Nc1nc(CCl)nc(Nc2cccc3ccccc23)n1 | nt | 7% | 0.9 | 1217 | 16 | 710 | i | 32 | -2.6 | 777 | nt | nt | nt | nt | nt | -1 | -0.1 | -0.43 | -0.077
O=C1CC(c2ccc(Cl)cc2)n2nc(NS(=O)(=O)c3ccc(F)cc3)nc2N1 (stereo unspecified) | -2.7% | 8% | 1.9 | 1405 | nt | nt | i | 46 | 0.87 | 1136 | i | 0 | 2.5 | 1.1 | 8.4 | -0.0012 | -0.14 | -0.16 | -0.29
CCCCS(=O)c1snnc1C (stereo unspecified) | -0.9% | 0% | 0.8 | 1514 | -5 | 627 | i | 56 | nt | nt | i | 2 | 1.9 | 1.6 | 4.4 | -0.76 | -0.26 | -0.15 | 0.5
CC(/C=C/c1ccc(OCc2ccccc2)cc1)=N\O | -1.9% | -11% | -0.2 | 987 | -11 | 588 | i | 46 | 0.27 | 1247 | i | 0 | 1.9 | 2.8 | 4.1 | -0.027 | -0.27 | -0.23 | 0.37
O=C(NCCC1=CCCCC1)C1CCN(S(=O)(=O)N2CCCC2)CC1 | -0.8% | -1% | nt | nt | -2 | 704 | i | 10 | 0.27 | 1270 | i | 4 | 2.7 | 1.9 | 6.5 | -0.66 | -0.33 | -0.4 | 0.98
CCCCCC(=O)N1CCN(CCN=CC2=C(O)CC(c3ccc(OC)c(OC)c3)CC2=O)CC1 (stereo unspecified) | -1.8% | -11% | -1.5 | 1131 | 19 | 751 | i | 52 | -0.67 | 886 | i | -8 | 5.4 | 3.6 | 7.8 | -1.3 | -0.32 | -0.51 | 0.7
Cc1cc(C)nc(SCc2ccc(C(=O)N/N=C/c3ccccn3)cc2)n1 | 4.0% | -2% | 1.4 | 1087 | 4 | 733 | i | 35 | 0.13 | 1317 | i | 18 | 6.2 | 2.9 | 5.8 | 3.3 | -0.033 | 2 | -2
Cc1onc(-c2ccccc2)c1C(=O)Nc1ccccc1C#N | 5.0% | -3% | nt | nt | nt | nt | i | 46 | 1.2 | 929 | i | -3 | 3.7 | 3.8 | 7.1 | 0.082 | -0.2 | 0.27 | -0.07
Cc1ccc(S(=O)(=O)N2CCOCC2)cc1NC(=O)c1cc2c(s1)CCC2 | 1.6% | 0% | -3.7 | 1249 | 3 | 746 | i | 29 | nt | nt | i | -5 | 1.6 | 1.0 | 6.2 | -0.047 | -0.27 | 0.64 | 1.4
CC(C)CCNC(=O)c1cccc(C(=O)NCCC(C)C)c1 | -0.7% | 7% | nt | nt | 14 | 751 | i | 22 | nt | nt | i | 1 | 2.3 | 2.3 | 6.7 | -0.74 | -0.28 | -0.18 | 0.5
Cc1c(N)c(C(C)(C)C)cc(C(C)(C)C)c1[N+](=O)[O-] | -0.8% | 10% | -5.7 | 569 | -5 | 617 | i | 46 | -0.28 | 1287 | i | 9 | 2.7 | 3.1 | 1.2 | -0.29 | -0.28 | -0.46 | 0.38
CC(C)N(C(=O)COC(=O)c1ccccc1C(=O)N1CCN(c2ccc(F)cc2)CC1)C(C)C | 0.2% | 11% | -8.4 | 934 | nt | nt | i | 28 | -0.36 | 1144 | i | 2 | 2.3 | 1.3 | 12 | -0.2 | -0.2 | 0.029 | 0.18
COc1ccccc1NC1=NC(CO)(CO)CS1 | nt | 0% | 0.3 | 1312 | 6 | 712 | i | 41 | 0.22 | 1084 | nt | nt | nt | nt | nt | 0.044 | -0.17 | 0.42 | 0.11
COc1cccc(F)c1C(C[N+](=O)[O-])c1c(N)n(C)c(=O)n(C)c1=O (stereo unspecified) | nt | 2% | 0.8 | 1330 | -1 | 677 | i | 53 | ? | nt | nt | nt | nt | nt | nt | -3.6* | 0.71* | -1.6* | -0.47*
CCC(=O)OCC(=O)Nc1ccc(OC)cc1[N+](=O)[O-] | 2.6% | -6% | -5.6 | 1144 | 8 | 693 | i | 13 | 1.1 | 1573 | i | -17 | 2.2 | 1.2 | 9.1 | -0.22 | -0.23 | 0.094 | 0.48
O=[N+]([O-])c1ccccc1N/N=C1\CCc2ccccc21 | -1.4% | 4% | 0.0 | 1028 | 60* | 658* | i | 12 | -1.1 | 1501 | i | 15 | 2.3 | 1.5 | 3.9 | 0.24 | -0.2 | 0.33 | -1.3
